FXIa inh: factor XIa (human) inhibition; 220,000 compounds, 0.14% hits; purified FXIa, Boc-Glu-Ala-Arg-AMC fluorogenic substrate; inhibition, % at 5 µM; P03951; AID 798;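 active = inhibition of at least 40%; inactive = inhibition below 40%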;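 also: fluorescence of freed AMC excited at 355 nm; 0% = enzyme without compound and 100% = no enzyme blank; many of its hits are not listed in these tables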
Target sequence (P03951 19-387 limits assumed): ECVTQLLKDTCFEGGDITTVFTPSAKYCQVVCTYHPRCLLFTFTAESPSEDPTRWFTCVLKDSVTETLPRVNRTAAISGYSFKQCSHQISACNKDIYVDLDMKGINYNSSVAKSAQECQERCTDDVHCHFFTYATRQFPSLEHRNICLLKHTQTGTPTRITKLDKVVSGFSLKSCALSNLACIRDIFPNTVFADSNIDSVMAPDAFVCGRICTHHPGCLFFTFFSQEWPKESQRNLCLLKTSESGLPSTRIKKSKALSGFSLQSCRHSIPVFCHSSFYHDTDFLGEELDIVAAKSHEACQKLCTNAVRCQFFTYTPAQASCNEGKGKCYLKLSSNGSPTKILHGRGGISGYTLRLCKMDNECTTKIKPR
Target sequence (P03951 388-625 limits assumed): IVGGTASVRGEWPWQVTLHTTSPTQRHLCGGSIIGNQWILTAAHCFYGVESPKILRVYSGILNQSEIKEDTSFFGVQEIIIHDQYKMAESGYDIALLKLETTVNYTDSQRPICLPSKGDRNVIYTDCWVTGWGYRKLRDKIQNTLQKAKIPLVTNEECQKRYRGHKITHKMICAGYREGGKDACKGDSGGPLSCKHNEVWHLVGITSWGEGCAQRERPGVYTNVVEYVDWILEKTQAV
FXIIa inh: factor XIIa (human) inhibition; 220,000 compounds, 0.3% hits; purified FXIIa, Boc-QGR-AMC fluorogenic substrate, 2 h; inhibition, % at 5 µM; P00748; in the data active = inhibition above about 40%;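 also: 0% = enzyme with no compound and 100% = blank without enzyme; many of its hits are not listed in these tables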
Wee1 stabilizer: inhibitors of human Wee1 degradation; HeLa Luc-Wee1K328M stability, luciferase luminescence; 100% = proteasome inhibitor MG132 effect; AID 1321; 220,000 compounds, 1.2% hits; reporter increase, % at 5 µM;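 active = activation above the mean of all tested compounds plus 3 SD, set per screening run, cut at about 8.8% in these data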;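 also: cells exposed to compound for 20 h before luminescence read; 0% = DMSO alone and 100% = MG132 at 30 µM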
Hck Nef HTS: inhibitors of human Hck kinase activated by Nef | 220,000 compounds, 0.68% hits | AID 463187 | inhibition, % at 20 µM | Recombinant Hck-YEEI plus Nef, Z-Lyte FRET kinase assay | P08631;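 active = Hck-Nef kinase inhibition above about 50%, limit read from the data; inactive = inhibition below that limit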;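 also: 0% = DMSO with Hck plus Nef and 100% = Hck alone without Nef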
Runt-SMMHC FRET: Runt domain-CBFb-SMMHC interaction inhibition; Q01196+Q13951; Cerulean-Runt/Venus-CBFb-SMMHC FRET ratio 530/480, 1 h; inhibition, % at 20 µM; 220,000 compounds, 0.74% hits; AID 1434;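 active = mean inhibition across duplicate retests at 20 µM reaching about 50%, limit read from the data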;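 also: 0% = DMSO wells and 100% = wells with excess untagged CBFb-SMMHC; inhibitors lower the FRET ratio by blocking Runt binding to CBFb-SMMHC; some results filed as inactive read as strong as hits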
Thrombin inh: inhibitors of human thrombin | alpha-thrombin, Boc-VPR-AMC fluorogenic substrate cleavage | inhibition, % at 5 µM | 220,000 compounds, 0.26% hits;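 active = inhibition at or above 40%; inactive = inhibition below 40%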;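 also: 0% = enzyme with no compound and 100% = wells without enzyme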
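System: Human alpha-thrombin protein | Medium: pH 7.5 Tris (50 mM) with NaCl 150 mM, Tween 20 0.05% | Times: Enzyme reaction carried out at room temperature | Detection: AMC fluorescence, 355/460 nm | Evaluation: Percent inhibition scaled between no-compound controls and no-enzyme blanks | Benchmarks: Enzyme without compound as high, wells lacking enzyme as low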
hK5 inh: inhibitors of human kallikrein 5; recombinant hK5, fluorogenic AMC substrate cleavage; inhibition, % at 5 µM; Q9Y337; 210,000 compounds, 0.59% hits;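 active = inhibition of 40% or more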;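 also: 0% = enzyme controls without compound and 100% = no-enzyme blanks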
Target sequence (Q9Y337 67-293 limits assumed): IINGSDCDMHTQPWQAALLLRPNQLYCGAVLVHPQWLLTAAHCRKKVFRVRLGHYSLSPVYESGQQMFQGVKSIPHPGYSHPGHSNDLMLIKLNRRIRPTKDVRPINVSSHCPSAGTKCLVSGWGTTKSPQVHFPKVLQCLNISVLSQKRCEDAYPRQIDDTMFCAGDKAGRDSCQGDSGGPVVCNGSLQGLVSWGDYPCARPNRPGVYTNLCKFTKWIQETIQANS
14-3-3 Bad inh: disrupts binding of bovine 14-3-3 zeta to phospho-Bad peptide. P63103. TR-FRET 14-3-3zeta/Dy647-pBad peptide displacement, 1 h. inhibition, % at 21.7 µM. 220,000 compounds, 0.71% hits. AID 781;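 active = inhibition above about 70%, limit read from the data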;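 also: 0% = full 14-3-3 plus peptide FRET controls and 100% = background without 14-3-3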
Runt-CBFb FRET: inhibitors of human RUNX1 Runt domain binding to CBFb | Q01196+Q13951 | Cerulean-Runt/Venus-CBFb FRET ratio 530/480, 1 h | inhibition, % at 20 µM | 220,000 compounds, 0.46% hits;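 active = inhibition over about 50% at 20 µM in the single-dose screen, limit read from the data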;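 also: 0% = DMSO wells and 100% = excess unlabeled CBFb competitor control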
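Reagent – Venus-CBFb binding partner, 100 nM · Assay system – Cerulean-tagged RUNX1 Runt domain (FRET donor) fusion protein · Input – 100 nM per protein · Incubation – two 1 h room-temperature incubations shielded from light · Measured by – FRET fluorescence · Medium – Tris buffer pH 7.5 with salts and BSA · Benchmarks – unlabeled CBFb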
Active calls of the source: *; nt = not tested or not shown; & = joins results of further samples; [ ] = another dose, or the depositor's remark.

Structure	FXIa inh	FXIIa inh	Wee1 stabilizer	Hck Nef HTS	Runt-SMMHC FRET	Thrombin inh	hK5 inh	14-3-3 Bad inh	Runt-CBFb FRET
Cc1ccc(C(=O)Nc2ccccc2N2CCN(C(=O)C(C)C)CC2)cc1	-3	14	2	2	0	2	11	13	-2
Cc1nc2ccccc2c(=O)n1/N=C/c1ccncc1	0	5	-1	0	-1	-13	-16	-8[fluorescence artefact?]	0
C[n+]1ccccc1/C=N/O	-11&2	8&-1	-3&-3	0&3	4	1&-6	-8&-5	-2&1	-1
O=[N+]([O-])c1cc(-n2cccc2)ccc1N1CCOCC1	1	3	-2	-5	-1	2	2	-7	2
CCCCNS(=O)(=O)c1ccc(S(=O)(=O)n2cnc3ccccc32)cc1	2	2	0	9	0	-1	-10	43[fluorescence artefact?]	-3
CC(C)NS(=O)(=O)c1ccc(OCC(=O)Nc2ccc3c(c2)OCCO3)cc1	-6	14	3	-2	0	-1	2	0	-1
N#Cc1ccc(-c2ccc(F)cc2)nc1Oc1ccc(Cl)c(Cl)c1	-10	32	2	4	-2	-5	-2	11	1
O=C(COC(=O)c1cccnc1Cl)Nc1cccc(S(=O)(=O)N2CCCCC2)c1	-1	6	-3	21	0	-6	1	-11	-2
CCCC(=O)N1CCCC(c2nc(-c3cccc(OC)c3)no2)C1 (stereo not given)	-7	0	5	-6	0	-2	-11	-3	-1
O=[N+]([O-])C1=CC=C2C(=NC3(CCCCC3)N2O)C1=NCCO	-2	8	-3	1	-1	2	3	-4[fluorescence artefact?]	4
CC(=O)Nc1ccc(NC(=O)C(C)OC(=O)/C=C/c2cccs2)cc1 (stereo not given)	1	-1	4	17	-1	-10	3	14	0
COc1ccccc1OCC(=O)N(Cc1nc(-c2ccc(Cl)cc2)no1)C(C)C	-4	5	1	1	-1	-2	-10	-4	-9
COc1cc(/C=C/C(=O)NC(C)CCc2ccccc2)cc(OC)c1OC (stereo not given)	1	8	11*	-2	-5	-3	2	-2[fluorescence artefact?]	-6
C[C@@H](CN1C2=NC[C@H](Cc3ccc(O)cc3)N2C[C@H]1Cc1ccc(O)cc1)NC(=O)CCC1CCCCC1	2	12	-2	-13	3	3	4	0	2
COC(=O)C(Cc1cnc[nH]1)NC(=O)C1CCC(=O)N1 (stereo not given)	-9	17	-2	2	0	-3	24	2	0
CC(=O)Nc1ccc(S(=O)(=O)N(Cc2ccccc2)c2ccccc2)cc1	-5	7	-3	17	-1	-2	2	-11	1
CCOc1nc(-c2ccc(C)cc2)ccc1-c1noc(COC)n1	5	12	0	4	-4	-6	16	2	-2
Cc1ccc(NS(=O)(=O)c2c(C)[nH]c(=O)[nH]c2=O)cc1C	-1	12	-3	2	1	4	3	-6[fluorescence artefact?]	2
Cc1ccc(C(=O)N/N=C\c2ccccc2[N+](=O)[O-])cn1	-6	6	11*	10	-5	0	-27	-21	nt
O=C(O)CN1C(=O)CSc2ccccc21	-5	9	4	4	-2	-2	4	-7	-2
Cc1cc2ccccc2c(=O)n1CC(=O)NCCC1=CCCCC1	0	13	-1	25	0	0	5	-11	0
COc1cc2c(cc1OC)CN(C(=O)CSc1nc(N)c(C#N)cc1C#N)CC2	-9	9	1	0	10	-2	-7	-2	5
CCOCCCn1cnc2c3cc(F)ccc3n(C)c2c1=O	5	5	-1	5	2	-4	-5	6	-1
COC(=O)CCC(=O)N1CCOCCOCCOCC1	-5	8	3	18	3	-4	-3	-7	0
CC(C)(C)OCC(O)CN1CCN(C(=O)c2ccccc2)CC1 (stereo not given)	2	4	4	-2	0	-8	-4	40	0
Cc1ccc(CNC(=O)CCOc2ccc(C(C)(C)C)cc2)cc1	2	15	-2	0	3	3	-15	21[fluorescence artefact?]	-2
COC(=O)C1Cc2ccccc2CN1C(=O)CCl (stereo not given)	-3	7	2	17	1	-2	14	0	2
COc1cc2c(cc1OC)C(CSc1ccccc1C(=O)O)=NC(C)(C)C2	-1	4	0	23	-14	-3	14	-10	-7
CC1=[N+]([O-])C(N2CCOCC2)C(O)(c2ccccc2)C1 (stereo not given)	-4	5	4	0	-1	-4	-2	-12	-2
CCOC(=O)C1=C(c2ccccc2)N(C)C(=O)NC1c1ccc(O)c(OC)c1 (stereo not given)	6	9	3	1	-2	6	-5	7	1
CCn1c(SCc2nc(CC(=O)Nc3ccccc3OC)no2)nnc1-c1cccs1	-2	20	0	1	0	-4	-10	-13[fluorescence artefact?]	-1
N#C/C(=N\Nc1ccc(Cl)cc1)C(=N)N1CCCCC1	-4	2	3	1	-8	-2	-8	-9	-2
CCc1ccc(Nc2c([N+](=O)[O-])c(=O)oc3ccccc23)cc1	3	5	1	3	3	-10	1	-3	-2
COc1cccc(NC(=O)Cn2c(=O)n(-c3cc(OC)c(OC)c(OC)c3)c(=O)c3ccccc32)c1	-3	7	-3	124*	-2	-3	0	61	1
Cc1ccc2[nH]ccc(=O)c2c1	-12	-2	-1	2	0	-5	-14	5[fluorescence artefact?]	1
CNc1nc2c3ccccc3n(C(C)=O)c2s1	5	14	-1	6	0	1	-9	-7	2
Cc1cc2nnc(SCC(=O)NCc3cccs3)n2c2ccccc12	4	22	1	1	-3	1	5	4	0
Cc1ccc2nc(C3CCN(CC(=O)Nc4ccc5c(c4)OCCO5)CC3)[nH]c2c1	-4	10	12*	1	5	-1	-9	-8	0
CCCS(=O)(=O)N1CCC(C(=O)NCCCOCC)CC1	-10	-1	1	7	-1	-4	-2	10	-2
Cc1c(N2CCCC2)cc2c(c1NC(=O)c1ccccc1Cl)C(C)(C)CC2(C)C	3	12	6	5	-8	-4	1	-6	-2
CCC(=O)NNc1nc2c(C)cccc2s1	-3	5	2	15	-2	-16	-2	6	37
C/C(=N\NC(=O)c1cccs1)c1ccc2c(c1)OCO2	-1	3	1	21	-1	-5	-4	-1	-1
COCC(C)n1c(SCc2cc(C(=O)OC)c(C)o2)nc2ccccc2c1=O (stereo not given)	-1	4	1	29	-3	-3	1	1	0
COC(=O)c1ccc(CSc2nnc(-c3ccncc3)o2)o1	8	16	-2	4	-2	4	-6	-4	0
COc1ccc(-c2nc(C)c(C(C)=O)n2O)cc1[N+](=O)[O-]	-2	-7	2	-3	5	-11	-7	-6	12
COc1ccc(-c2csc3ncnc(Oc4cccc5ccc(C)nc45)c23)cc1	-2	1	-5	-3	-1	-7	-3	-10	2
Cc1nc(SCC(=O)c2c[nH]c3ccccc23)n[nH]1	-1	11	-1	2	0	-2	2	12[fluorescence artefact?]	1
CN(Cc1ccccc1)C(=O)C1CCCN(Cc2cccc(Cl)c2)C1 (stereo not given)	0	11	-2	25	-1	0	1	47	1
COc1ccc(/C=N/Nc2c(Cl)cc(Cl)cc2Cl)cc1CN1CCOCC1	11	13	-3	3	-3	1	-4	-24	-6
COc1ccccc1C(=O)N1CCN=C1c1ccccc1	-12	10	-2	7	-1	4	4	2	2
Cc1cc([N+](=O)[O-])nn1CCCC(=O)Nc1ccc(Cl)cc1Cl	-3	3	-1	16	-1	-6	-3	-5	0
CC(CC(=O)O)CC(=O)Nc1cc([N+](=O)[O-])ccc1O (stereo not given)	2	10	-2	16	2	-8	3	7	-1
COc1ccc(-c2cc3ccccc3s2)cc1[C@H]1[C@H]2C=CC[C@@H](C)[C@@H]2C(=O)N1Cc1ccccc1	2	9	nt	24	3	-1	2	-8	2
Cn1nc(C(F)(F)F)c(C#N)c1N1CCN(c2ccccc2)CC1	-4	24	-1	3	2	-9	-11	0	5
COc1cc(C(=S)N2CCC(C(N)=O)CC2)ccc1O	6	9	1	0	5	6	-29	-7[fluorescence artefact?]	16
O=C(NCCN1CCOCC1)c1cc(Cl)ccc1[N+](=O)[O-]	7	3	-1	-1	1	2	-6	2	0
C/C(=N\NC(=O)CSc1nc(C)cc(C)n1)c1ccc2c(c1)OCCO2	-2	9	0	15	2	-6	-2	-11	-2
COc1ccc(C(=O)CSc2n[nH]c(C)n2)cc1[N+](=O)[O-]	-2	3	-1	5	-3	-8	0	-3	0
CCOC(=O)C1=C(C)NC(C)=C(C(=O)OCC)C1c1ccc(O)cc1	3	13	-3	4	1	-4	-9	-1	-1
CCc1nnc(NC(=O)CSc2nnc(-c3c[nH]c4ccccc34)n2CC)s1	2	8	0	2	0	-1	4	14[fluorescence artefact?]	2

Next part:
Structure	FXIa inh	FXIIa inh	Wee1 stabilizer	Hck Nef HTS	Runt-SMMHC FRET	Thrombin inh	hK5 inh	14-3-3 Bad inh	Runt-CBFb FRET
Cc1nc(-c2coc3cc(C)c(N=O)c(O)c3/c2=N\N)cs1	1	6	3	31	15	-1	-2	-3	20
O=C(CSc1cccc2cccnc12)Nc1ccc(S(=O)(=O)N2CCOCC2)cc1	4	8	4	19	2	3	3	1	4
O=C(COC(=O)C1CCCN1C(=O)c1cccs1)c1ccccc1 (stereo not given)	3	-2	-2	0	-2	4	-23	-2	-1
CSc1ccccc1NC(=O)CN1c2ccccc2CC1C (stereo not given)	-3	12	-2	21	-2	-1	-4	-5	-2
Cc1ccc(S(=O)(=O)N(CC(=O)NCc2ccco2)Cc2ccccc2F)cc1	-4	7	0	3	2	-3	5	2	0
NS(=O)(=O)c1ccc(CCNC(=O)NC2(C(F)(F)F)Oc3ccccc3O2)cc1	0	2	-2	0	-3	-1	-21	-1	-2
S=C(Nc1ccccc1Oc1ccccc1)Nc1cccc(Cl)c1Cl	10	10	4	3	0	-1	1	0	2
O=[N+]([O-])c1ccc(Cc2ccncc2)cc1	0	8	1	27	0	nt	-4	-7	2
Cc1ccc(NC(=O)Nc2ccc3c(c2)nc(C)n3C)cc1	0	6	4	2	-2	3	18	0	-2
O=C(/C=C/c1ccccc1)NC(=S)Nc1ccc(N2CCOCC2)cc1	4	7	-2	4	-5	1	0	-10	-3
Cc1nc(C(=O)O)nn1-c1cc(Cl)ccc1Cl	-1	10	-3	3	2	3	-3	-8	2
CCN1C(=O)/C(=C2/SC(C)=C(C)N2CC)SC1=S	-16	-12	2	0	38	-6	-2	0	29
O=C(NCc1cccnc1)c1cc(-c2ccc(Cl)cc2)oc1C(F)(F)F	7	10	1	-2	-6	4	6	8	-3
O=C(CCNC(=O)c1ccccc1Cl)Nc1ccc(S(=O)(=O)Nc2ncccn2)cc1	-6	0	-1	21	2	-16	-2	-5	0
FCCCOc1ccc(-c2nccc(-c3ccc(Cl)cc3)n2)cc1	-1	14	-1	0	-2	-3	-16	2	0
O=C(Nc1ccccc1O)c1ccc(Cl)cc1	5	19	5	0	3	0	9	-6	0
